Assay outcomes (PubChem BioAssay)
TDP1 block – blocks human tyrosyl-DNA phosphodiesterase 1 | AID 485290 | recombinant TDP1, AlphaScreen DNA substrate cleavage | 0.28% of 350,000 active | Q9NUW8 | Potency, µM (top dose mostly 130 µM), inactives show at the top dose activity change, negative = inhibition, usual class: inhibitors; also: nearly all actives have a fitted effect of over 40% in size
Target sequence (Q9NUW8 whole entry, looked up): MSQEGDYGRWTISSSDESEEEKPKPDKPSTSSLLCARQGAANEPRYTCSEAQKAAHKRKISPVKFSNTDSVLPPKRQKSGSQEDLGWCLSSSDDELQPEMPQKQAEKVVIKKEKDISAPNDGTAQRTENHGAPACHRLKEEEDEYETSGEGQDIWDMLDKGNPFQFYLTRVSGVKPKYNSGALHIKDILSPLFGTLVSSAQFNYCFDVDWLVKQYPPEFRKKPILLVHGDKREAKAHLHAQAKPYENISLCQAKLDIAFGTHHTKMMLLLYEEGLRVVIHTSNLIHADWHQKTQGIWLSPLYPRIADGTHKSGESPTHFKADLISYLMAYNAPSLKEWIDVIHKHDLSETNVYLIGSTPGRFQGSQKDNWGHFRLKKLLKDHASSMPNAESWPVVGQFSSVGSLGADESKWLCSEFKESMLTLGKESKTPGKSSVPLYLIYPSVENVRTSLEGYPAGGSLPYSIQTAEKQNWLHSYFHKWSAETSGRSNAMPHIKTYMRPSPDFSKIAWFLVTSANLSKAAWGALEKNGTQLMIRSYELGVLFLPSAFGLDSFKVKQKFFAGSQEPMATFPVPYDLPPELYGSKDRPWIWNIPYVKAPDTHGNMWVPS
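Here, a 5' biotin and 3' phosphotyrosine-FITC DNA oligonucleotide reports Tdp1 activity: intact substrate bridges AlphaScreen beads, while cleavage leaves a 3' phosphate and drops signal. All incubations at room temperature.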
KAT2A inh – blocks human GCN5L2 histone acetyltransferase; Q92830; GCN5L2 HAT assay, ThioGlo1 CoA-SH fluorescence; Potency, µM (highest dose often 58.9 µM), inactives show top-dose activity change, negative = inhibition, usual class: inhibitors; 0.21% of 390,000 active; AID 504327
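Titration-based screen in which CoA formation is detected via maleimide probe ThioGlo1 (50uM) turning fluorescent on thiol reaction; substrates H3(1-25) 75uM and acetyl-CoA 70uM, GCN5L2 20nM, 20 min incubation at room temperature.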
TDP1 cell noCPT – qHTS for Inhibitors of human tyrosyl-DNA phosphodiesterase 1 (TDP1): qHTS in cells in absence of CPT; DT40 Tdp1-/- hTDP1 cells, no CPT, ATP luminescence, 48 h; Potency, µM (series often up to 46.2 µM), without a hit: top-dose activity change, negative = growth inhibition, hits mostly inhibitors; 15% of 420,000 active; also: nearly all actives have a fitted effect of over 55% in size
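Growth kinetics read by CellTiter-Glo luminescence after ≥48 hr at 37 °C. Cells: DT40 Tdp1-/- stably carrying human TDP1, 400 per well, compound exposure in the absence of CPT (DMSO vehicle).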
* marks the source's active call; other numbers are inactive results; u = inconclusive; x = no result given; & = joins results of further samples; [ ] = remark or other dose. Calls follow the shape of the dose curve; as a rule, active = well fitted curve in the direction sought with a large enough effect; inconclusive = small, poorly fitted or top-dose-only effect, or another doubt; inactive = no such curve, though single readings can be large; an effect the other way counts as inactive or inconclusive. % is scaled to controls: 0 for no effect and ±100 for the full control effect; potency is read from the fitted curve at half-maximal effect.

Compound	TDP1 block	KAT2A inh	TDP1 cell noCPT
C=C1/C=C(\C)[C@](C)(O)C[C@H](O)CC(=O)[C@H](O)[C@@H](O)[C@H](C)C[C@H](C)OC(=O)/C(C)=C/CC/C=C/[C@@H]2O[C@H]2C[C@H](C)C1	1%	-9%	x
Cc1cccc(NC(=S)NC(=O)Cc2ccccc2)c1C	x	-4%	u
Cc1ccc(C(=O)NC(=S)Nc2cc(-c3nc4ccccc4s3)ccc2C)cc1	0%	-5%	u
COc1ccccc1NC(=O)COC(=O)CNC(=O)c1ccc(OC)c(OC)c1	5%	-12%	-2%
CCN1CCN(C(=O)c2ccccc2N(Cc2ccccc2)S(=O)(=O)c2ccc(OC)cc2)CC1	0%	2%	u
CCc1ccc(/C=N/NC(=O)Cc2cccn2C)cc1	2%	-21%	1%
O=C(COC(=O)CCC(=O)c1cccs1)NCCc1ccccc1	0%	1%	-13%
Cc1cc(NS(=O)(=O)c2ccc(Nc3nc(-c4sc(C)nc4C)cs3)cc2)no1	-2%	-2%	x
N[C@@H](Cc1ccccc1)c1nnc(SC/C=C/c2ccccc2)o1	5%	u	u
CCNC(=O)c1cnn(-c2ccccc2)c1-c1ccccc1	x	27%	u
CC(=O)c1cc(-c2ccccc2)n(CC(=O)N2CCCC2)c1C	0%	-3%	-45%
COc1ccc(CC(=O)Nc2oc(-c3ccccc3)c(-c3ccccc3)c2C#N)cc1OC	5%	1%	u
CNC(=O)CN1C(=O)c2cccc3cccc1c23	7%	-7%	4%
CC(=O)OCC(=O)Nc1ccc(Cl)cc1Cl	1%	-4%	2%
Cc1ccccc1NC(=S)NCCSc1ccc(Cl)cc1	0%	-15%	18µM*
CC(C)c1nn2c(=O)cc(COC(=O)c3cccc(NC(=O)c4cccs4)c3)nc2s1	4%	13%	-27%
CN(C)c1ccnc(-n2cccc2/C=N/O)c1C#N	x	-8%	-18%
O=C(CSc1nnc(-c2cccc(S(=O)(=O)N3CCOCC3)c2)n1C1CCCCCC1)NCc1ccccc1	2%	0%	u
CC1CCCCN1Cc1ccc(-c2nn[nH]n2)cc1 (stereo unspecified)	1%	-4%	5%
O=C(NCC(=O)N1CCN(c2ccccc2)CC1)c1cccs1	3%	u	19%
CSc1ccc(S(=O)(=O)NCCSc2ccccn2)cc1	3%	-4%	-13%
COc1ccccc1N1CCN(C(=O)c2cc3cc(Br)ccc3oc2=O)CC1	0%	-7%	-7%
COc1ccc(S(=O)(=O)N(CC(=O)Nc2cccnc2)c2ccc(Cl)cc2)cc1	x	-6%	-25%
CCOC(=O)N1CCC(NC(=O)c2ccc(CNS(=O)(=O)c3ccc(F)cc3)cc2)CC1	0%	2%	-18%
COC(=O)[C@@]1(C)[C@H]2C(=O)N(Cc3ccccc3)C(=O)[C@H]2[C@H]2CN=C(SC)N21	1%[56.1 µM]	-1%	-6%

One compound at a time (already shown):
CC(C)c1nn2c(=O)cc(COC(=O)c3cccc(NC(=O)c4cccs4)c3)nc2s1 reads TDP1 block: 4%; KAT2A inh: 13%; TDP1 cell noCPT: -27%
CNC(=O)CN1C(=O)c2cccc3cccc1c23 reads TDP1 block: 7%; KAT2A inh: -7%; TDP1 cell noCPT: 4%

Going on with the list.
Compound	TDP1 block	KAT2A inh	TDP1 cell noCPT
Cc1ccc(/C=C2\OC(=O)c3ccccc32)cc1	4%	u	-9%
Cc1cc(=O)oc2cc(OC(C)C(=O)NCc3ccccn3)ccc12 (stereo unspecified)	3%	-8%	8%
CCCN1CCc2nc(N3CCN(CC)CC3)ncc2C1	1%	2%	5%
COc1ccc(OC)c(NC(=O)CSc2nncc3ccccc23)c1	0%	-3%	u
O=C(Nc1cccc2ccccc12)c1ccc(Br)o1	5%	-4%	-28%
O=S(=O)(Nc1cccc(-n2cnnn2)c1)c1cc(Br)ccc1Br	0%	0%	6%
CCSc1ncc(Cl)c(C(=O)Nc2sc(C(C)=O)c(C)c2C(=O)OC)n1	5%	0%	7%
O=C(OCc1cc2ccccc2[nH]c1=O)C1CCCCC1	2%	-3%	-23%
COC(=O)c1ccc(NC(=O)C(=O)N2CCN(C(=S)NCCc3ccccc3)CC2)cc1	4%	14%	u
CSc1ccc(CN2CCC(CO)(Cc3ccc(Cl)cc3)CC2)cc1	6%	-12%	18µM*
CCN(Cc1ccccc1)C(=O)/C=C/c1ccccc1[N+](=O)[O-]	4%	-1%	u
COc1ccc(CNC(=O)Cc2coc3ccc(C(C)C)cc23)cc1	4%	-7%	u
Cc1cc(C)c(OCC(=O)Nc2cccc(-c3nc4ncccc4o3)c2)c(Br)c1	x	2%	u
NNC(=O)/C(=C\c1ccc(Br)cc1)NC(=O)c1cccs1	0%	-6%	3%
COc1cc(OC)c(NC(=O)c2sc3ncn(CC(=O)N4CCN(c5ccccn5)CC4)c(=O)c3c2C)cc1Cl	3%	-13%	u
CCOC(=O)c1ccccc1NC(=O)CC1SC(=NC)N(C)C1=O (stereo unspecified)	1%	-3%	-27%
COc1ccccc1CNC(=O)C1CCCN(c2nc3ccccc3n3cccc23)C1 (stereo unspecified)	-8%	-5%	13µM*
Cc1nc2c(cc1C(=O)N/N=C/c1ccc([N+](=O)[O-])cc1)c(=O)n(C)c(=O)n2C	-1%	-6%	-23%
CC(C)C(=O)Nc1ncc(Cc2ccccc2Cl)s1	0%	0%	1%
Cc1nn(-c2ccc(N3CCCC3)nn2)c(C)c1CCC(=O)NCc1ccccc1F	5%	-2%	-28%
CCOC(=O)c1c(C)[nH]c(C(=O)COC(=O)/C=C/c2ccc(OCC#N)c(OC)c2)c1C	-3%	-8%	-11%
COc1ccc2c(=O)cc(CO)oc2c1	0%	-1%	0%
O=C(c1c(F)cccc1F)N1CCC(O)(c2cccnc2)CC1	7%	-10%	-10%
Cc1n[nH]c(=S)c2nn(-c3ccccc3F)c(C)c12	2%	-7%	-27%
C/C=N/NC(=O)CCCC(=O)N/N=C/C	0%	-1%	8%
C[C@@H](NC(=O)c1coc(=O)c(Br)c1)c1ccccc1	-2%	-4%	0.73µM*
Cc1nnc(C)n1N	3%	-2%	-22%
O=C1C=C(Nc2ccc(F)cc2)c2ccccc2C1=O	-13%	-18%	9.2µM*
CCOC(=O)c1ccc(COC(=O)CCc2nc3ccccc3[nH]c2=O)o1	2%	-6%	5%
Cc1nnsc1-c1c(C(=O)N2CCOCC2)c(C)nn1-c1ccc(Cl)cc1	5%	1%	-21%
COc1ccc(CC(=O)NCc2csc(-c3cccs3)n2)cc1OC	-2%	-2%	u
CC(=O)N1CCN(CCN(CC2C(C)C=C(C)CC2C)C(C)=O)CC1 (stereo unspecified)	2%	2%	-8%
Clc1ccc(COn2c(-c3ccccc3)nc3ccccc32)cc1	-5%	17%	23µM*
O=C(CN1CCOCC1)NNC(=S)Nc1ccc(Cl)cc1	3%	-6%	-20%
CCSC1(SCC)N=C(N)C2(C#N)C(c3ccccc3)NC(C)=CC12C#N (stereo unspecified)	4%	-3%	-15%
Cc1ccc(/C=C/C(=O)NC2CCS(=O)(=O)C2)cc1 (stereo unspecified)	6%	-2%	u
O=C(Nc1nnc(-c2ccc3c(c2)CCCC3)o1)c1c(F)cccc1F	7%	-12%	-19%
COc1ccc(OC)c(/C=C2\SC(=S)N(C(C(=O)O)c3ccccc3)C2=O)c1 (stereo unspecified)	5%	-28%	-14%
COCCNC(=O)C(c1ccc(C)cc1)N(CCOC)C(=O)CCC(=O)Nc1ccccn1 (stereo unspecified)	10%	-10%	3%
N#CC1=C(N)Oc2n[nH]c(-c3ccccc3)c2C1c1cccnc1 (stereo unspecified)	7%	-2%	-24%
COc1ccc(C2=NN(c3nc4ccccc4s3)C(=O)C2)cc1	10%	0%	u
COc1ccc(CN2C(=O)c3ccccc3C(/C=N\OCc3ccc(F)cc3)C2=O)cc1 (stereo unspecified)	5%	-4%	8.2µM*
COc1cc(OC)c([N+](=O)[O-])cc1/C=N/NC(=O)c1ccncc1	-8%	-7%	u
COc1ccc(C(=O)Nc2ccccc2C(=O)N/N=C/c2ccc(O)c(OC)c2)cc1	6%	-3%	21µM*
CCOC(=O)c1cccc(NC(=O)Nc2cc(OC)ccc2OC)c1	4%	-5%	u
CCCCOc1ccc(C(=O)Nc2ccc(-c3cc4ccccc4oc3=O)cc2)cc1	-1%[12.3 µM]	-11%	5%
Cc1ccc(NC(=O)N2CCC(C(=O)NCC(C)C)CC2)cc1	2%	1%	-18%
CCOC(=O)C(=O)Nc1nnc(COc2ccccc2)s1	-1%	3%	14%
Cc1occc1-c1nnc(SCC(=O)c2ccc3c(c2)OCCO3)n1CC1CCCO1 (stereo unspecified)	x	-9%	-5%
C[C@@H]1CN(S(=O)(=O)c2c(F)cccc2F)CCN1S(=O)(=O)c1ccc2c(c1)OCCO2	-4%&0%	-2%	x

Further structures
Compound	TDP1 block	KAT2A inh	TDP1 cell noCPT
O=C1CC(c2ccc(O)c(O)c2)Oc2cc(O)cc(O)c21 (stereo unspecified)	-6%	-1%&-18%	u
COc1ccc2c(c1OC)C(=O)N1C2SC[C@H]1C(=O)NC1CC1 (stereo partly specified)	x	-3%	-13%
COc1cc(CCC(=O)NCc2ccc3c(c2)CCN3C(=O)c2ccccc2)cc(OC)c1OC	0%	-17%	-25%
C#Cc1cccc(NC(=O)CSc2nnc(-c3ccc(C(F)(F)F)cn3)o2)c1	6%	-10%	-2%
CN1CCC(=O)N(CCSc2ccccc2)CC1	x	2%	-2%&-11%
CCSC1=N/C(=C\c2ccc(-c3ccccc3[N+](=O)[O-])o2)C(=O)S1	9%	-22%	u
O=C(O)c1nnn(-c2ccc([N+](=O)[O-])cc2)c1-c1ccccc1	0%	-6%	-19%
CCC[C@@H]1CCCO[C@@](C(=O)NCCN2CCOCC2)(C(F)(F)F)C1	6%	x	3%
Cc1nc2c(-c3ccccc3)c[nH]n2c(=O)c1Cc1ccccc1	9%	-15%	23µM*
COc1cc2cnncc2cc1OC	-2%	1%	-3%
CCc1noc(C)c1C(=O)N1CCCC(C(=O)c2ccc(OC)c(F)c2)C1 (stereo unspecified)	-5%	4%	-6%
CCC(Sc1nc2n[nH]c(C)c2c(=N)n1-c1ccc(Br)cc1)C(=O)N(CC)CC (stereo unspecified)	7%	1%	15µM*
CCNCCC(=O)N1c2ccccc2Sc2ccc(NC(=O)OCC)cc21	-1%	-1%	13µM*
Cn1c(CCN2CCOCC2)nc2cc(NC(=O)COc3ccc([N+](=O)[O-])cc3)ccc21	0%	-4%	-6%
COC(=O)c1cc([N+](=O)[O-])ccc1N1CCN(Cc2ccccc2)CC1	6%	-4%	u
O=C(NC(Cc1ccccc1)C(=O)O)c1ccc(S(=O)(=O)N2CCOCC2)cc1 (stereo unspecified)	-11%	-7%	3%
CCOc1ccc(S(=O)(=O)N2CCN(C(=O)CCC(=O)N3CCOCC3)CC2)cc1	4%[0.505 µM]	-8%	-3%
CN(C)c1ccc(NC(=O)CCSc2nc(-c3ccco3)cc(C(F)(F)F)n2)cc1	7%	4%	18µM*
CC(C)c1ccc(NS(=O)(=O)c2ccc3[nH]cc(C(=O)NCC4CCCO4)c(=O)c3c2)cc1 (stereo unspecified)	x	-6%	-16%
Cc1cc(C)c(S(=O)(=O)NCC(c2ccco2)S(=O)(=O)c2ccccc2)c(C)c1 (stereo unspecified)	0%	-10%	u

No new results follow: entries from further up.
Compound	TDP1 block	KAT2A inh	TDP1 cell noCPT
C#Cc1cccc(NC(=O)CSc2nnc(-c3ccc(C(F)(F)F)cn3)o2)c1	6%	-10%	-2%
CN1CCC(=O)N(CCSc2ccccc2)CC1	x	2%	-2%&-11%
CCSC1=N/C(=C\c2ccc(-c3ccccc3[N+](=O)[O-])o2)C(=O)S1	9%	-22%	u
O=C(O)c1nnn(-c2ccc([N+](=O)[O-])cc2)c1-c1ccccc1	0%	-6%	-19%
CCC[C@@H]1CCCO[C@@](C(=O)NCCN2CCOCC2)(C(F)(F)F)C1	6%	x	3%
Cc1nc2c(-c3ccccc3)c[nH]n2c(=O)c1Cc1ccccc1	9%	-15%	23µM*

The list is partial; the hit share may differ from the screen's.
